EWS-Fli inh: EWS/Fli transcriptional activity inhibition | 350,000 compounds, 0.67% hits | A673 NR0B1-luciferase reporter, viability-normalised | inhibition, % at 12.6 µM | AID 651661;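 active means mean inhibition of at least 50% after viability correction, with every replicate also passing that limit; inconclusive means mean reaches 50% but only one of two replicates passes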;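 further: firefly luciferase signal divided by Alamar Blue viability fluorescence both relative to DMSO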
XiGFP reactiv: X-chromosome reactivation activator; XiGFP mouse fibroblasts, % GFP-positive cells imaging, 3 d; cells co-treated with 5-aza-dC sensitizer; scaled so ellipticine positive control = 100%; activation, % at 7.58 µM; 360,000 compounds, 0.055% hits;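 active means mean normalized replicate activation at least 10% and every replicate at or above 10%; inconclusive means only one of the two criteria met; inactive means mean below 10% and not all replicates reach 10%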;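 further: 0% = median of on-plate neutral control wells and 100% = ellipticine 6 µM median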
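System: 68-5-11 XiGFP fibroblast line; Timing: 3 days compound exposure; Compound dosing: one concentration, pinned; Benchmarks: positive control ellipticine, 6 µM final; Buffer or medium: DMEM containing 5-aza-dC.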
INS-1E GSIS act: GLuc luminescence reporter in INS-1E cells, primary screen for activators of glucose-dependent secretion of insulin; 370,000 compounds, 0.61% hits; INS-1E GLuc reporter insulin secretion, 2-3 h; activation, % at 16.6 µM; AID 743287;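 active means lowest replicate activation of at least 40%, so every replicate reaches that level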;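 further: 0% = median of neutral control wells and 100% = median of IBMX positive control wells; some compounds called inactive have numbers as strong as hits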
PAX8 reporter: PAX8 transcriptional activity inhibition; RMG-I TPO-luciferase reporter, SteadyGlo, 24 h; inhibition, % at 12.6 µM; 360,000 compounds, 1.2% hits;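 active means mean replicate inhibition at least 60% with every replicate also reaching 60%; inconclusive means only one of the two criteria is met; inactive means mean below 60% and not all replicates reaching 60%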;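 further: luciferase light reporting Pax8 driven TPO promoter activity; plate controls were median of neutral control wells for no effect and mitoxantrone controls for full effect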
ERp5 block: ERp5 (human) disulfide isomerase inhibition; Q15084; ERp5 insulin aggregation, absorbance 650 nm, 90 min; inhibition, % at 9.99 µM; 350,000 compounds, 0.05% hits; AID 651711;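 active means mean replicate inhibition above about 25%, with every replicate also reaching it, limit read from the data, passing the limit was not always enough; inconclusive means only one of those two criteria met; inactive means neither criterion met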
Target sequence (Q15084 whole entry, looked up): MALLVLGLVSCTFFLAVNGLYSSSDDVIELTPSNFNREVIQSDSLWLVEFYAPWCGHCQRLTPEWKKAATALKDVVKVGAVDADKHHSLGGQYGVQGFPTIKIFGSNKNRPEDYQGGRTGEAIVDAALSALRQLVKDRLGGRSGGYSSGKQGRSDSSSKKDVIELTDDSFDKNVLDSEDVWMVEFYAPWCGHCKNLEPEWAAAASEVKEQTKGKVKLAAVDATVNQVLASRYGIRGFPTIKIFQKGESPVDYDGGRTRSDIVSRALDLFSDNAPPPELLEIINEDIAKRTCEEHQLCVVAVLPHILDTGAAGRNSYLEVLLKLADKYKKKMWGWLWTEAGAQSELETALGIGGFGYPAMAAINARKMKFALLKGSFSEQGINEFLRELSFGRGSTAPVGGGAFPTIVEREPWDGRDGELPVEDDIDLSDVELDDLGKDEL
ARNT-TACC3 inh: ARNT/TACC3 interaction disruption. Q9Y6A5. AlphaScreen His-ARNT PAS-B/GST-TACC3 binding, luminescence; TACC3 fragment carries E629A point mutation. inhibition, % at 9.99 µM. 390,000 compounds, 0.66% hits. AID 623870;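 active means mean inhibition of replicates at least 50% and at least half of replicates each reaching 50%; inconclusive means half or more replicates reach 50% but mean below 50%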;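 further: 0% = complete ARNT plus TACC3 wells and 100% = ARNT alone without TACC3; many hits fall short of the cut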
DENV2 CPE: inhibitors of DENV2 cytopathic effect; 350,000 compounds, 1.7% hits; CPE inhibition, % at 9.99 µM; DENV2-infected cells, cytopathic effect rescue, plate reader; AID 651640; in the data active means CPE inhibition above about 20%, passing the limit was not always enough; inconclusive means no clear call, values can overlap the other calls; tested in BHK-21 cells;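 further: 0% = median of neutral control wells and 100% = median of positive control wells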
CFTR F508del cor: correctors of CFTR F508del function in bronchial epithelial cells; CFBE cells, YFP halide quenching; stimulated with forskolin plus potentiator P3; % fluorescence drop versus neutral controls; activity (quench increase), % at 7.58 µM; 350,000 compounds, 0.36% hits;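 active means mean added fluorescence quench of at least 8% versus neutral control, with both replicates also reaching 8%; inconclusive means only one of the mean or replicate conditions met; inactive means mean below 8% and not both replicates reaching 8%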;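 further: cells transiently co-express mutant CFTR-F508del with the halide-sensitive YFP; corrector assay measuring rescue of mutant channel to the surface after 24 h compound exposure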
Active calls of the source: *; ? = inconclusive; · = no result given; & = joins results of further samples.

SMILES	EWS-Fli inh	XiGFP reactiv	INS-1E GSIS act	PAX8 reporter	ERp5 block	ARNT-TACC3 inh	DENV2 CPE	CFTR F508del cor
O=C(Cc1ccccc1)NCC(=O)Nc1cc(Cl)ccc1Cl	5	0.4	-9	8	5	·	-1	-2.9
C[C@@H]1CN([C@@H](C)CO)C(=O)c2cc(NS(=O)(=O)c3cccs3)ccc2O[C@@H](C)CCCCO[C@H]1CN(C)S(=O)(=O)c1ccc(Cl)cc1	9	0.2	0	28	-2	-7	-6	-0.3
O=C(C[C@@H]1CC[C@H](NC(=O)C2CCC2)[C@@H](CO)O1)NC1CCC1	4	0.0	2	-2	-2	-3	1	0.2
CCn1cc(CN2CCCC(C(=O)Nc3ccc(-c4cscn4)cc3)C2)cn1 (stereo not drawn)	3	-0.1	·	·	3	-2	-4	0.1
C[C@H](CO)N1C[C@H](C)[C@@H](CN(C)S(=O)(=O)c2cn(C)cn2)OCc2cnnn2CCCC1=O	-4&0	0.0&0.0	-3&5	9&-2	2&1	-2	13&16	5.6&0.6
Cc1ccc(S(=O)(=O)N2CC[C@@H]3[C@H](CO)N(C)c4ccc(-c5ccc(C#N)cc5)cc4[C@@H]32)cc1	13	0.4	-38	80*	-8	-33	9	4.6
CN1CCN(C(=O)C[C@H]2CC[C@H]3[C@@H](COC[C@@H](O)CN3S(=O)(=O)c3cccc(Cl)c3)O2)CC1	-4	-0.1	3	-26	2	-4	76*	-3.3
CCOC(=O)Cc1nn[nH]n1	-43	0.0	-1	-3	3	3	2	1.4
CSc1nc(N)nc2c1ncn2Cc1ccccc1	-7	0.0	19	-16	8	6	3	-4.0
COc1ccc(NC(=O)N(C)C[C@H]2Oc3ccc(NC(=O)C4CCCCC4)cc3C(=O)N([C@@H](C)CO)C[C@@H]2C)cc1	-11	0.2	-11	·	-6	0	-7	0.0
CC(=O)C1C(c2ccc(F)cc2)C2C(C)=NN=C2CC1(C)O (stereo not drawn)	2	0.1	-5	3	5	·	5	0.8
COc1cccc(S(=O)(=O)N(C)C[C@@H]2Oc3cc(C4=CCCCC4)ccc3S(=O)(=O)N([C@H](C)CO)C[C@@H]2C)c1	-7	·	·	?	1	21	2	1.5
CC[C@]12c3[nH]c4ccc(Cl)cc4c3CCN1C(=O)[C@@H](CC(=O)NCCCN(C)C)C[C@@H]2C(=O)N1CCN(C(=O)c2ccco2)CC1	-9	0.2	10	-9	2	24	-3	2.0
COc1ccc(S(=O)(=O)Nc2ccc3c(c2)C(=O)N([C@H](C)CO)C[C@H](C)[C@H](CN(C)S(=O)(=O)c2ccccc2)OCCCC[C@@H](C)O3)cc1	5	0.2	4	5	9	·	-9	3.1
O=c1cc(N2CCc3ccccc32)[nH]c(=O)n1Cc1ccc(F)cc1	-7	·	-13	·	2	3	-1	-0.5
O=C(C[C@H]1CC[C@H]2[C@@H](COC[C@@H](O)CN2Cc2ccc(Cl)cc2)O1)NCCc1ccccc1	1	0.0	-15	12	5	8	-4	-1.7
Cn1cc(-c2ccccc2C(N)=O)c(=O)c2cc(Cl)ccc21	14	0.3	7	35	1	-34	-4	0.4
S=C(NC1CCCC1)N1CCN(c2ncccn2)CC1	-7	0.1	27	-7	6	-4	4	·
CC1CCN(c2oc(-c3ccc(F)cc3)nc2C#N)CC1	-43	0.1	6	-97	-2	11	10	-0.6
CC(=O)NC12CC3CC(C)(C1)CC(NC(C)=O)(C3)C2	-1	·	5	·	1	2	-1	0.7
C[C@H](CO)N1C[C@H](C)[C@@H](CN(C)S(C)(=O)=O)Oc2ncc(-c3ccc(F)cc3)cc2C1=O	-3	0.2	0	·	-4	0	9	-2.4
Cc1ccsc1/C=N\NC(=O)c1n[nH]c2c1CCC2	·	0.1	1	20	·	5	·	·
C=CCc1cccc(/C=N/NC(=O)CCC(=O)Nc2ccc(C)cc2)c1O	·	0.6	225*	35	·	18	·	·
C=CCN1C2=NCCCN2c2ccccc21	6	-0.1	4	-18	-3	-6	-2	0.5
O=C(CN1CCN(C(=O)C2CCCO2)CC1)Nc1ccc(Cl)cc1 (stereo not drawn)	2	0.0	7	·	0	-1	-4	-2.8
O=C(O)CNC(=O)/C(=C/c1ccco1)NC(=O)/C=C/c1ccccc1	·	0.1	8	-28	·	-5	·	·
O=C(C[C@@H]1CC[C@H]2[C@@H](COC[C@@H](O)CN2S(=O)(=O)c2ccccc2)O1)Nc1ccccc1	-2	0.2	4	10	-2	0	-4	1.4
O=C(Nc1ccnn1C1CCN(Cc2ccccc2)CC1)C1CCOC1 (stereo not drawn)	2	0.3	8	0	-4	3	4	-0.7
CCS(=O)(=O)N1CCN(C(=O)c2cc(OC)cc(OC)c2)CC1	-10	·	34	·	1	5	·	0.9
COc1cc(CNc2ncc(-c3ccc(Br)cc3)n2C)cc(OC)c1O	12	-0.1	2	24	1	4	6	1.9
CC1(C2CC2)NC(=O)N(CC(=O)Nc2ccccc2C#N)C1=O (stereo not drawn)	1	0.2	35	-1	4	0	10	0.5
COc1cc(/C=C2\SC(=S)N(N3CCOCC3)C2=O)ccc1O	10	·	4	35	-4	20	·	-0.5
Cc1ccccc1S(=O)(=O)N1CCCCN2[C@H](C1)[C@H](c1ccc(C#CCN(C)C)cc1)[C@@H]2CO	-9	0.1	-8	-7	-3	11	0	0.1
CCO[C@@H]1OC(C(=O)NC2CC2)=C[C@H](c2c[nH]c3ccccc23)[C@H]1CCCO	3	0.0	-4	-8	·	14	·	-0.9
Nc1cccc(-c2ccc(CO)o2)c1	-25	0.0	4	-42	-1	-2	9	-1.6
COc1ccc(C(=O)NNC(=O)CSc2nnc(C)n2C)cc1	6	0.1	10	-11	0	·	-5	·
O=C(Cc1ccccn1)NCC[C@@H]1CC[C@H](NC(=O)Nc2ccc(C(F)(F)F)cc2)[C@@H](CO)O1	-11	-0.1	3	85*	3	15	-4	14*
COc1ccc(NC(=O)CN(C)C(=O)Cn2c(=O)oc3ccccc32)cc1	1	0.1	-10	20	-2	2	3	-1.6
CCCc1cc(=O)oc2cc(OCC(=O)NC(Cc3c[nH]c4ccc(O)cc34)C(=O)O)c(Cl)cc12 (stereo not drawn)	7	·	-4	·	6	-1	?	0.8
CC(C)CC#Cc1ccc2c(c1)O[C@H](CN(C)C(=O)Cc1ccccn1)[C@H](C)CN([C@@H](C)CO)S2(=O)=O	9	0.1	-25	·	0	2	-6	-0.2
CCc1nc(Nc2ccc(OC)cc2OC)c2oc3ccccc3c2n1	-4	0.1	6	-13	5	-5	-2	0.6
O=[N+]([O-])c1ccc(N2CCC(O)CC2)nc1	-7	0.1	-12	-86	9	·	4	-0.9
CCCNC(=O)N1C[C@@H](O)COC[C@H]2O[C@@H](CC(=O)N3CCN(C)CC3)CC[C@@H]21	3	0.0	1	-6	-2	1	0	0.2
CCCNC(=O)N1[C@H](CO)[C@H](c2ccccc2)[C@H]1CNC(C)=O	-7	0.1	17	-3	15	0	-11	1.2
CC(C)NS(=O)(=O)c1ccc(OCC(=O)Nc2cccc(F)c2)cc1	7	0.4	17	1	-3	-15	-7	-2.6
COCCCNC(=O)c1ccc2nc([C@@H]3O[C@H](CO)[C@H](O)[C@H](O)[C@H]3O)[nH]c2c1	-2	0.1	·	-13	0	·	2	-1.8
CC1(C)Oc2cc3oc(=O)ccc3c3c2C2C1CCC(C)(O3)C2O (stereo not drawn)	-7	·	·	·	5	·	10	0.8
CC(=O)C1=C(C)NC(=O)CC1c1ccc(Br)cc1 (stereo not drawn)	10	0.2	8	6	2	0	·	0.5
O=C(CSc1nnc(CN2CCCC2)n1-c1ccc(F)cc1)c1ccc2c(c1)OCO2	7	0.0	-11	0	1	5	12	-0.1
CC1CCN(S(=O)(=O)CCNC(=O)c2ccc(F)cc2)CC1	-3	0.0	1	-1	5	6	9	1.6
O=C(NCc1cccnc1)c1noc2c1CCCC2	-1	·	2	·	0	1	·	-0.2
COc1ccc(NC(=O)CN2C(=O)NC(C)(c3ccccc3)C2=O)cn1 (stereo not drawn)	6	0.0	1	17	-1	·	1	-4.3
CC(C)CNC(=O)C1(C)CCCN1C(=O)c1cccnc1Oc1ccccc1 (stereo not drawn)	-5	-0.1	·	-26	1	·	7	3.7
CCn1cc(C(=O)N[C@@H](CCSC)C(=O)NCCN2CCOCC2)c(=O)c2cc3c(cc21)OCO3	·	0.2	-1	0	-5	1	-1	-0.9
O=C(N/N=C1\CCS(=O)(=O)c2ccc(F)cc21)c1ccc([N+](=O)[O-])cc1	6	-0.4	12	-1	8	-1	3	-0.9
O=C(CCN1CCCCC1)N[C@@H]1CC[C@H](CCn2cc(-c3ccc(F)cc3)nn2)O[C@H]1CO	-1	0.3	5	2	2	6	-3	-2.1
C[C@H]1CN([C@@H](C)CO)C(=O)c2cc(NC(=O)Nc3ccc(C(F)(F)F)cc3)ccc2O[C@H]1CN(C)S(=O)(=O)c1cccs1	4	-0.5	-6	·	·	·	·	1.2
S=c1nc2[nH]c3ccccc3c2n[nH]1	-2	0.0	34	16	4	3	-2	2.6
C[C@@H]1CCCCO[C@@H](CN(C)S(=O)(=O)c2ccc(Cl)cc2)[C@@H](C)CN([C@H](C)CO)C(=O)c2cc(NC(=O)Nc3ccccc3)ccc2O1	-7	-0.9	24	2	-1	5	-2	-0.4
[S-]C(=Nc1ccc(Cl)cc1)N[n+]1ccccc1	4	0.5	5	12	·	-1	·	-3.9

Brought forward from above: 2 compounds, followed by the next part.
SMILES	EWS-Fli inh	XiGFP reactiv	INS-1E GSIS act	PAX8 reporter	ERp5 block	ARNT-TACC3 inh	DENV2 CPE	CFTR F508del cor
C[C@@H]1CCCCO[C@@H](CN(C)S(=O)(=O)c2ccc(Cl)cc2)[C@@H](C)CN([C@H](C)CO)C(=O)c2cc(NC(=O)Nc3ccccc3)ccc2O1	-7	-0.9	24	2	-1	5	-2	-0.4
[S-]C(=Nc1ccc(Cl)cc1)N[n+]1ccccc1	4	0.5	5	12	·	-1	·	-3.9
O=C(NNC(=O)c1cc(-c2ccccc2)nn1-c1ccccc1)c1ccccc1	·	0.0	-7	5	·	4	·	·
COc1ccc(-c2ccc(CCC(=O)O)n2NC(=O)c2ccc(C(C)(C)C)cc2)cc1	6	0.0	-18	16	-2	0	1	-2.4
Nn1c(-c2cccc(O)c2)nnc1-c1cccc(O)c1	2	0.2	0	-5	4	-6	-3	-1.3
C[C@@H]1CCCCO[C@H](CN(C)Cc2ccc3c(c2)OCO3)[C@H](C)CN([C@@H](C)CO)C(=O)c2cc(NC(=O)Nc3ccc(F)cc3)ccc2O1	-4	-1.1	-13	41	1	-1	3	-2.2
COc1ccccc1N1CCN(c2ncnc3nc[nH]c23)CC1	-7	0.3	13	-6	12	-1	-1	2.6
COc1ccc(NC(=O)CN2CC(c3ccccc3)CC2=O)cc1OC (stereo not drawn)	-4	0.1	15	14	5	·	-1	-0.3
CCC(=O)N1C[C@@H](C)[C@@H](OC)CN(C)C(=O)c2cc(NC(=O)Nc3cccc(F)c3)ccc2OC[C@@H]1C	3	-0.3	-18	20	3	-10	-3	-1.3
O=C(CN1C(=O)CCOc2ccccc21)Nc1cccc(S(=O)(=O)N2CCOCC2)c1	2	0.5	-5	-5	2	·	-5	-3.6
COC(=O)c1ccc2c(=O)n(Cc3ccc(C(=O)NC(C)C)cc3)c(=S)[nH]c2c1	2	0.0	-4	-17	4	-4	·	0.3

This is a random part of the collection; about 4.2% have a hit in one of these screens.
